High-throughput results from PubChem.
PTHR1 agonist: qHTS for PTHR1 Agonists: Primary Screen | HEK293 GP2 PTHR1 cells, GloSensor cAMP luminescence, 1 h | Potency, µM (series often up to 115 µM), without a hit: at the top dose activation, most hits filed as activators | hit rate 0.075% among 410,000; also: potency is read from the fitted curve at half-maximal effect; nearly all actives have a fitted effect of over 55% in size; some results filed as inactive show a strong effect at the top dose; inactives centre near -15; many of its hits are not listed in these tables
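HEK-293-derived GP2 cells expressing PTHR1 and a GloSensor cAMP reporter, 3,000/well, plated overnight, given luciferin plus IBMX (each 0.5 mM as added) for 1 h at 37 °C, then compound for 1 h at 37 °C. Luminescence was read after 15 min at room temperature.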
Abeta rescue: qHTS for compounds that reverse cellular toxicity of Amyloid beta (A-beta) peptide in yeast: Primary Screen; hit rate 0.063% among 410,000; yeast expressing A-beta42, growth rescue, OD600, 48 h; response scale: 0% DMSO, 100% iron-clioquinol control; Potency, µM (highest dose often 46.1 µM), without a hit: top-dose growth rescue, hits mostly activators; AID 1347071, 2019; also: potency is read from the fitted curve at half-maximal effect; nearly all actives have a fitted effect of over 55% in size
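Growth rescue measured by 600 nm absorbance after 48 h yeast culture at 30 C with compound. Values normalized between DMSO and an equimolar ferric chloride plus clioquinol control.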
TDP43 rescue: qHTS of TDP-43 Inhibitors | hit rate 1.8% among 410,000 | Potency, µM (top dose mostly 46.1 µM), for the others: at the top dose growth rescue (activation), most hits filed as activators | TDP-43 expressing yeast growth rescue, BacTiter-Glo, 24 h; also: potency is read from the fitted curve at half-maximal effect; % of control where 0% means no effect; nearly all actives have a fitted effect of over 50% in size
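Yeast cells expressing TDP-43 under galactose induction are exposed to compounds for 24 hr at 30 deg C. BacTiter-Glo luminescence measures growth, so protective compounds score as activators.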
GLP1R ag: qHTS of GLP-1 Receptor Agonists. Glucagon-like peptide 1 receptor (Homo sapiens), P43220. HEK293 GLP-1R CRE-luciferase, luminescence, 4-6 h; cells express a hypersensitive GLP-1R form. Potency, µM (series often up to 45.6 µM), inactives show at the highest dose activation, most hits filed as activators. hit rate 0.007% among 380,000. AID 624172, 2012; also: potency is read from the fitted curve at half-maximal effect; % of control where 0% means no effect
Target sequence (P43220 whole entry, looked up): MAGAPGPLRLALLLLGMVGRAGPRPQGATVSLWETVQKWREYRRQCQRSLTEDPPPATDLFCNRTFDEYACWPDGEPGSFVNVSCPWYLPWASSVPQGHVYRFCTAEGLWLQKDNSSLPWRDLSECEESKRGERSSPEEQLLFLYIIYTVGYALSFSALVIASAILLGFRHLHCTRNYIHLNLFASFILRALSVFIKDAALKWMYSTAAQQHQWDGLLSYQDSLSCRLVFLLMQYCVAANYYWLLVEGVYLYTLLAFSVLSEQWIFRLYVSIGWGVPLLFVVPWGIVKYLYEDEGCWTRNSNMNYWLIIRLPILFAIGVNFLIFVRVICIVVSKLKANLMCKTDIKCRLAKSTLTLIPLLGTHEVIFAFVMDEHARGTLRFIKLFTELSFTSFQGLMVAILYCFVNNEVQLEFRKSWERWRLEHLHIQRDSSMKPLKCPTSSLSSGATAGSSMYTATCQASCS
pAkt inh: HTS Assay for Inhibitors of Akt Phophorylation: Primary Screen. Neuro2A IGF-stimulated pAkt S473 HTRF, 20 min; stronger effect = lower value. activity change, % for hits at 50 µM. hit rate 0.32% among 360,000. AID 651550, 2012; in the data active = activity change below about -80%; inconclusive = mostly about -51% to -80%; also: % is scaled to controls: 0 for no effect and ±100 for the full control effect
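Neuro2A cells in DMEM with 0.5% FBS, overnight at 37 deg C, given compound at single 50 µM final, then IGF (6 nM final) for 20 min at 37 deg C. Lysed; phospho-Akt Ser473 by HTRF after 24 h, 665/615 ratio.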
aSyn yeast inh: qHTS of alpha-syn Inhibitors | Yeast expressing alpha-synuclein, growth rescue, BacTiter-Glo, 24 h | Potency, µM (highest dose often 46.1 µM), inactives show at the highest dose growth rescue (activation), hits mostly activators | hit rate 0.14% among 370,000 | AID 652106, 2013; also: potency is read from the fitted curve at half-maximal effect; % of control where 0% means no effect; nearly all actives have a fitted effect of over 65% in size
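Rescue of yeast growth: cells expressing toxic alpha-synuclein, induced in galactose at OD600 0.02, incubated with compound 24 h at 30 C. ATP luminescence quantified growth; inhibitors of toxicity appear as activators.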
D3 antag: qHTS of D3 Dopamine Receptor Antagonist: qHTS; D(3) dopamine receptor (Homo sapiens), P35462; D3R cells, DiscoveRx beta-arrestin luminescence, antagonist mode; stronger effect = lower value; max response, negative = inhibition, %; hit rate 2.5% among 360,000; AID 652054, 2013; in the data active = max response below about -50%; inconclusive = no clear call, values can overlap the other calls; also: % is scaled to controls: 0 for no effect and ±100 for the full control effect; mostly tested at two doses, the higher about 12 µM
Target sequence (P35462 whole entry, looked up): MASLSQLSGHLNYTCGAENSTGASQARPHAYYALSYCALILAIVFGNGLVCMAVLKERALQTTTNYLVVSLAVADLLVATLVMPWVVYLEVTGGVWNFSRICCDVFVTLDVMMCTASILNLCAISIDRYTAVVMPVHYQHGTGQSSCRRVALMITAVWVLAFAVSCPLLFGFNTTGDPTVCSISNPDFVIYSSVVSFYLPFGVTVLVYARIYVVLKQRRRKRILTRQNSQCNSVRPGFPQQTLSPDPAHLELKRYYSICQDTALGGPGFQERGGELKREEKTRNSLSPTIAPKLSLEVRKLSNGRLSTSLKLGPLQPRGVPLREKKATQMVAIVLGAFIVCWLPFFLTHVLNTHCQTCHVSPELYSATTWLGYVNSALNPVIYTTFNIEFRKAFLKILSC
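Cells expressing the human receptor were seeded at 1500 cells/well, incubated overnight at 37 degrees C in 5% CO2, then exposed to library compounds with dopamine controls for 90 minutes at 37 degrees C before luminescent detection.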
GLP-1R inv ag: qHTS of GLP-1 Receptor Inverse Agonists (Inhibition Mode); Glucagon-like peptide 1 receptor (Homo sapiens), P43220; HEK293 GLP-1R CRE-luciferase, luminescence, 24 h; GLP-1R form is constitutively active; Potency, µM (series often up to 38.3 µM), for the others: top-dose activity change, negative = inhibition, usual class: inhibitors; hit rate 1.6% among 410,000; also: potency is read from the fitted curve at half-maximal effect; % is scaled to controls: 0 for no effect and ±100 for the full control effect; nearly all actives have a fitted effect of over 55% in size
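Seeding at 200 cells/uL, 12 h culture, 24 hr compound treatment, then luciferase reagent and a luminescence read; cells are HEK293 stably expressing a constitutively active GLP-1R plus cAMP-responsive luciferase.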
FUS yeast rescue: qHTS for Suppressors of FUS Proteinopathy: Primary screen using FUS-linked yeast assay; hit rate 0.24% among 390,000; S. cerevisiae FUS-expressing, growth rescue, OD600, 24 h; Potency, µM (top dose mostly 76.6 µM), without a hit: at the highest dose growth rescue (activation), hits mostly activators;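 also: potency is read from the fitted curve at half-maximal effect; plate controls were DMSO vehicle for no effect and reference control for full effect; nearly all actives have a fitted effect of over 55% in size; some results filed as inactive show a strong effect at the top dose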
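Yeast expressing FUS under galactose induction, OD 0.005 in 2% galactose medium; compounds in a dilution series, 24 h at 30C. Growth rescue by absorbance at 600 nm; CP55940 positive control, DMSO negative.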
The depositor's hits bear a star; i = inactive; ? = inconclusive; · = not tested or not shown; & = joins results of further samples; [ ] = another dose, or the depositor's remark. Unless noted, calls follow the shape of the dose curve; as a rule, active = well fitted curve in the direction sought with a large enough effect; inconclusive = small, poorly fitted or top-dose-only effect, or another doubt; inactive = no such curve, though single readings can be large; an effect the other way counts as inactive or inconclusive. A portion of the library. The share of hits here may be higher or lower than overall.

Results follow in this order: TDP43 rescue, GLP-1R inv ag, pAkt inh, FUS yeast rescue, aSyn yeast inh, Abeta rescue, PTHR1 agonist, D3 antag, GLP1R ag
- Cc1nonc1CN(C)C(=O)CC1C(=O)NCCN1Cc1ccc(F)c(F)c1 (stereo not given)
    -13%, 0%, i, 20%, 0%, -13%, i, 11, 10%
- CCOC(=O)C(C)Oc1cccc2c(=O)n(CC(=O)Nc3ccc(OCC)cc3)ccc12 (stereo not given)
    13%, 11%, i, -11%, -3%, 5%, -26%, 1, -2%
- c1ccc(-c2nc(C3CCCCC3)no2)cc1
    -5%, 13%, i, -3%, -2%, 9%, -73%[inhibitor][57.5 µM], -1, 20%
- CCOC(=O)N1CCN(C(=O)CN(C2CCCCC2)S(=O)(=O)c2ccc(C)cc2)CC1
    ?, ?, ·, 14%, 4%, 22%, i, 23, -2%
- COc1ccc(/C=N/n2c(-c3cccs3)n[nH]c2=S)cc1
    19%, 23%, i, 1%, -7%, 13%, i, 10, -18%
- C/C(=N\NC(=S)Nc1cccc(C)c1)c1cc2ccccc2o1
    26%[9.22 µM], 9%[7.66 µM], i, 14%, 1%, 0%, -12%, -5, 15%
- Cc1cccc(NC(=O)c2ccccc2SCc2ccc(F)cc2)n1
    ?, ?, i, ·, 8%, 8%, -22%, 24, -2%
- Cc1cc(N2CCN(C)CC2)nc(-c2ccccc2O)n1
    0%, 4µM*, i, -26%, 3%, -13%, i, -28, 15%
- CCC(C(=O)OCC(=O)NC(=O)c1ccccc1OC)c1ccccc1 (stereo not given)
    -22%, 1%, i, 13%, 3%, 1%, i, -8, 16%
- CC(C)(C)OC(=O)N1CCN(C(=O)c2[nH]c(C(F)(F)F)nc2-c2ccccc2)CC1
    -9%, 21%, i, 6%, 11%, -9%, i, 12, -2%
- CC(C)(C)c1nnc(SCC(=O)Nc2ccc(N3CCCCC3)cc2)n1N
    14%, -20%, i, 13%, -5%, 2%, -10%, -16, 5%
- O=C(CCn1c(=O)[nH]c2ccccc2c1=O)NCCCN1CCN(c2cccc(Cl)c2)CC1
    -7%, 0%, i, ?, -11%, 7%, -34%[inhibitor], -71*, 0%
- CCOC(=O)C1CCCN(C(=O)c2cc3c(-c4cccc(OC)c4)nn(C)c3s2)C1 (stereo not given)
    14%, ?, i, 44%, -1%, -23%, -8%[57.5 µM], -1, 4%
- Cc1ccc(N2CC(C(=O)Nc3ccccc3OC(F)F)CC2=O)cc1 (stereo not given)
    ?, -13%, i, 8%, 13%, 11%, 1%, -20, 2%
- Cc1cccc(C(=O)Nc2ccc(C(=O)c3ccccc3)cc2)c1
    4%, ?, i, 27%, -11%, 3%, -33%[inhibitor], -11, 15%
- Cn1cc(C(N)=O)c2ccccc21
    18%, -10%, i, -15%, -4%, 0%, i, ?, -1%
- CCOC(=O)c1nnn(CC(=O)Nc2cccc(Cl)c2C)c1C(=O)OCC
    3%, ?, i, 25%, 3%, 15%, -6%[57.5 µM], 5, 7%
- CC(=O)NN1C(=O)/C(=C\c2ccc(C)cc2)SC1=S
    -8%, 3%, i, -5%, -2%, 2%, -3%[57.5 µM], 11, -7%
- CC(=O)c1cccc(NC(=O)c2ccc3c(c2)CCN3S(=O)(=O)c2ccccc2)c1
    -2%&0%, ?, ·, 26%&39%, 2%, -6%&3%, -15%&-38%, -1, -8%
- CCCCCN(C(=O)CCC(=O)OCCOc1ccc(OCC)cc1)c1c(N)n(CCCC)c(=O)[nH]c1=O
    -1%, -23%, i, ?, 1%, 11%, -8%, ?, 5%
- CCc1ccc(NC(=O)C2CCN(S(=O)(=O)c3ccc4c(c3)NC(=O)C(C)S4)CC2)cc1 (stereo not given)
    -13%, ?, i, 31%, -8%, 10%, -26%, 7, -4%
- COc1ccc(NC(=O)C2CCC(CNC(=O)[C@@H]3Cc4ccccc4CN3)CC2)cc1 (stereo not given in full)
    -8%, -35%, i, 35%, -1%, 6%, -12%, -9, -4%
- COc1cccc(C2C(C(=O)OC(C)C)=C(C)Nc3ncnn32)c1 (stereo not given)
    24%, -3%, i, 11%, -1%, 2%, i, -9, 1%
- CCOc1ccccc1N1CCN(CC(=O)N(CC(C)C)c2c(N)n(CC(C)C)c(=O)[nH]c2=O)CC1
    -17%, 18%, i, -5%, 1%, -10%, -2%, 6, -1%
- Nc1cccc(C(=O)Nc2ccco2)c1
    11%, -17%, i, 21%, -7%, -2%, i, 1, 2%
- CN(Cc1nc2ccc(F)cc2[nH]1)Cc1nc(CC2CC2)no1
    8%, 11%, i, 24%, 4%, -5%, -29%, 11, 2%
- COc1ccc(CCNC(=O)C2CCC(=O)N(C3CCCCCC3)C2)cc1 (stereo not given)
    7%, -24%, i, -5%, -3%, 10%, -10%, -14, -4%
- O=C(OCC(=O)N1CCc2ccccc2C1)c1ccc(OC(F)F)cc1
    10%, 11%, i, ·, -2%, -34%[inhibitor], -37%[inhibitor], -9, -18%
- O=C(NCC(c1cccs1)N1CCOCC1)c1cc(S(=O)(=O)N2CCOCC2)ccc1Cl (stereo not given)
    -11%, -4%, i, 13%, 2%, -2%, ?, -23, -4%
- Cc1cccc(C)c1NC(=O)NC1(C(=O)N2CCN3CCCC3C2)CCCCC1 (stereo not given)
    1%, -3%, i, -4%, 2%, 2%, i, 4, 7%
- N#Cc1c(NC(=O)c2ccccc2)sc2c1CCC2
    6%, -10%, i, 15%, 2%, -3%, -9%[57.5 µM], -28, 20%
- COc1ccc(-c2nnc(SCc3ccccc3F)o2)cc1OC
    21%, 43%[activator], i, -1%, 5%, -1%, -9%[57.5 µM], -24, ?
- CCCCCNCc1ccc(OCc2ccc(Cl)nc2)c(OC)c1
    2%, -19%, i, ·, -8%, -11%, i, -27, 0%
- Oc1c(CN2CCN(c3ccccn3)CC2)cc(Cl)c2cccnc12
    -22%, 0.5µM*, i, 19%, ?, ?, i, -128*, 7%
- Cc1ccc(Cn2c(=N)c(C(=O)NCCN3CCOCC3)cc3c(=O)n4ccccc4nc32)cc1
    4%, 6%, ·, -11%, 0%, -6%, -22%, -5, 10%
- O=C(Cn1nnc(-c2ccccc2)n1)N1CCCCC1
    12%, 3%, i, -9%, 5%, 2%, i, 13, -3%
- COC(=O)c1ccc2c(=O)n(CCN3CCOCC3)c(SCC(=O)Nc3cccc(OC)c3)nc2c1
    9%, 4%, i, -4%, 2%, 26%, i, 14, 8%
- COc1cccc(N2CC(NC(=O)c3ccc4ccccc4c3)CC2=O)c1 (stereo not given)
    -19%, ?, i, -8%, 1%, -3%, i, 9, 9%
- CC(C)Oc1ccc(C(=O)Nc2ccccc2N2CCOCC2)cc1
    15%, ?, i, -18%, -13%, 0%, -13%, -8, -6%
- Cc1cccc(C(=O)Nc2cc(-c3ccccc3F)nn2-c2ccccc2)c1
    3%, 10µM*, ·, 5%, ·, -14%, -23%, ·, ·
- O=C(CCl)c1cc2c3c(c1)CC(=O)N3CCC2
    ?, 62%[activator], i, 27%, -14%, -53%[inhibitor], -39%, -25, -2%
- O=C1/C(=C/c2cccs2)SC(=S)N1CCCC(=O)N(CCO)c1ccccc1
    -1%, ?, i, 15%, 8%, 4%, i, -1, 6%
- CCOc1ccc(-c2cc(NC(=O)Nc3ccccc3C(F)(F)F)c(C(=O)OC)s2)cc1
    16%, 11%, ·, -32%, ·, 4%, i, ·, ·
- NS(=O)(=O)c1ccc(-c2cccc(/C=C3\SC(=O)NC3=O)c2)cc1
    17%, -6%, i, -17%, -3%, -49%[inhibitor], -51%[inhibitor], 2, -6%

Some of these compounds in order of molecular weight, ascending:
Results follow in this order: TDP43 rescue, GLP-1R inv ag, pAkt inh, FUS yeast rescue, aSyn yeast inh, Abeta rescue, PTHR1 agonist, D3 antag, GLP1R ag
- O=C(Cn1nnc(-c2ccccc2)n1)N1CCCCC1
    12%, 3%, i, -9%, 5%, 2%, i, 13, -3%
- CCCCCNCc1ccc(OCc2ccc(Cl)nc2)c(OC)c1
    2%, -19%, i, ·, -8%, -11%, i, -27, 0%
- COc1cccc(N2CC(NC(=O)c3ccc4ccccc4c3)CC2=O)c1 (stereo not given)
    -19%, ?, i, -8%, 1%, -3%, i, 9, 9%
- Cc1cccc(C(=O)Nc2cc(-c3ccccc3F)nn2-c2ccccc2)c1
    3%, 10µM*, ·, 5%, ·, -14%, -23%, ·, ·
- O=C1/C(=C/c2cccs2)SC(=S)N1CCCC(=O)N(CCO)c1ccccc1
    -1%, ?, i, 15%, 8%, 4%, i, -1, 6%
- CCOc1ccc(-c2cc(NC(=O)Nc3ccccc3C(F)(F)F)c(C(=O)OC)s2)cc1
    16%, 11%, ·, -32%, ·, 4%, i, ·, ·
